BaF3 parental = reduces parental Ba/F3 cell viability, JAK2V617F counter-screen | CellTiter-Glo ATP luminescence | AID 1486 | inhibition, % at 5.6 µM | 1.1% of 220,000 active;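 active = inhibition above a per-campaign cutoff, the mean inhibition of all tested compounds plus 3 SD, cut at about 27% in these data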;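 also: 0% = DMSO wells and 100% = JAK Inhibitor I control wells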
p97 inhibitor = human p97 ATPase inhibition | P55072 | recombinant p97 ATPase, Kinase-Glo ATP luminescence, 3 h | inhibition, % at 8 µM | 0.42% of 220,000 active | AID 1481; in the data active = inhibition above about 15%;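 also: 0% = DMSO vehicle and 100% = wells lacking enzyme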
PPC-1+TRAIL kill = PPC-1 cancer cell killing with TRAIL present; cell killing (% activity), % at 4 µM; 0.41% of 220,000 active; PPC-1 cells + TRAIL, ATPLite viability luminescence; AID 1443;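 active = cell killing above 50% in the first pass at 4 µM, then a duplicate retest at 5 µM averaging 50% or more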;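 also: plate controls were cells with TRAIL plus DMSO for no effect and medium-only wells lacking cells for full effect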
Ba/F3 V617F tox = reduce viability of Ba/F3 cells dependent on JAK2V617F | AID 1446 | Ba/F3 EpoR-JAK2V617F viability, ATP luminescence | 1.1% of 220,000 active | inhibition, % at 5.6 µM;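 active = inhibition above the campaign mean plus 3 SD over all tested compounds, cut at about 24% in these data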;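 also: cytokine-independent growth of Ba/F3 cells driven by EpoR plus mutant JAK2; 0% = DMSO-treated cells and 100% = JAK inhibitor I control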
RBBP9 inhibitor = inhibitors of human serine hydrolase RBBP9; 0.2% of 220,000 active; inhibition, % at 7.94 µM; recombinant RBBP9, FP-Rh probe fluorescence polarization; O75884;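 active = inhibition above the campaign mean of all tested compounds plus 3 SD, cut at about 14% in these data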;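 also: plate controls were DMSO wells with RBBP9 for no effect and wells lacking RBBP9 protein for full effect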
Target sequence (O75884 whole entry, looked up): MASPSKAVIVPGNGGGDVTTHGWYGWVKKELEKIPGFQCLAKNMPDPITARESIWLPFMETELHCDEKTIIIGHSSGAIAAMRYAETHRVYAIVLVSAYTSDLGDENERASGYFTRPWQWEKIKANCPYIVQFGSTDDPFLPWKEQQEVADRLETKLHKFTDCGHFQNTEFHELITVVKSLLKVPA
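System: RBBP9 protein / Quantity: 2.5 µM RBBP9 dispensing solution, before mixing / Also added: Serine-hydrolase probe FP-Rh, 375 nM pre-mixing / Dosing: 7.94 µM single dose, 0.794% DMSO / Timing: enzyme-compound preincubation 30 min, then probe labeling 45 min, 25 °C / Signal: FP readout at 525/598 nm / Controls: DMSO-treated enzyme wells and wells lacking RBBP9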
Tb hexokinase = blocks Trypanosoma brucei hexokinase 1 activity | inhibition, % at 10 µM | recombinant TbHK1, G6PDH-coupled NADH A340 | 0.11% of 220,000 active;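 active = inhibition of 50% or more in the single-dose primary screen; inactive = inhibition below 50%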
Furin inh = human furin inhibition. P09958. purified furin, fluorogenic substrate cleavage. inhibition, % at 30 µM. 0.061% of 220,000 active. AID 463115; in the data active = inhibition above about 25%; also: inactives centre near -15
NCF1 inh = p47phox (human) inhibition | P14598 | p47phox/p22phox peptide binding, fluorescence polarization, 2 h | inhibition, % at 24.7 µM | 0.53% of 220,000 active;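 active = inhibition above about 30%, limit read from the data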;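 also: 0% = p47phox with labelled peptide and 100% = labelled peptide alone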
Target sequence (P14598 whole entry, looked up): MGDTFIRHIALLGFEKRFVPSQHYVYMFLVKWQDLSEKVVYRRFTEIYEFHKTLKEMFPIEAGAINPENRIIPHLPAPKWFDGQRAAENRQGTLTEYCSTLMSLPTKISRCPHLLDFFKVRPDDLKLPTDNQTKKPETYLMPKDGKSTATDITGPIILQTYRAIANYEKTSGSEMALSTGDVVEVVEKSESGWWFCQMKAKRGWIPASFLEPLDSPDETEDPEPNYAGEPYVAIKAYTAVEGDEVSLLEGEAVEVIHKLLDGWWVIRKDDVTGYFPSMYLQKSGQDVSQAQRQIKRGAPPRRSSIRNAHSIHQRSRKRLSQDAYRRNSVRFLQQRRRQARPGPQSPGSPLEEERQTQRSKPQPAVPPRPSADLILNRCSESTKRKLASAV
PGE2 EP2 inh = blocks the human prostaglandin E2 receptor EP2. P43116. C6 glioma cells expressing human EP2, cAMP TR-FRET; cells stimulated with saturating PGE2. inhibition, % at 25 µM. 0.52% of 260,000 active;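 active = percent inhibition above 40 after rounding to a whole number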;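 also: rat C6 glioma host cells with rolipram phosphodiesterase inhibitor present; the protocol text gives 20 µM as final concentration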
Target sequence (P43116 whole entry, looked up): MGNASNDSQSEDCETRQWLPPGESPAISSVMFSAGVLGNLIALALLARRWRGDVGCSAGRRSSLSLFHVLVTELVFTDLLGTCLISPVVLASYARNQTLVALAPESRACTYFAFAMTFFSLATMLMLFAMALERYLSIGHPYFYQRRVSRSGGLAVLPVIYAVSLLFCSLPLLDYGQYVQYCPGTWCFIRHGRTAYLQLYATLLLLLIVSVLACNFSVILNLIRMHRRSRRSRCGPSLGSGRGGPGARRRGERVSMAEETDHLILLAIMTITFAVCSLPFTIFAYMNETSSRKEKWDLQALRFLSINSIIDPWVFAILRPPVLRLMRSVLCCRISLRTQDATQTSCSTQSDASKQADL
* marks the source's active call; other numbers are inactive results; nt = no result given; & = joins results of further samples; [ ] = another dose, or the depositor's remark. Not all compounds are listed; count on the stated rates, not on these rows.

entry	SMILES	BaF3 parental	p97 inhibitor	PPC-1+TRAIL kill	Ba/F3 V617F tox	RBBP9 inhibitor	Tb hexokinase	Furin inh	NCF1 inh	PGE2 EP2 inh
1	O=C(Cc1ccccc1)N1CCN(S(=O)(=O)c2ccc([N+](=O)[O-])cc2)CC1	1	0	3	-1	-1	-10	-27	4	8
2	COC(=O)/C(C#N)=C/c1ccc(OC(=O)c2ccccn2)cc1	3	6	0	-2	-2	-5	5	-5	7
3	OCC1CCCCN1C(=S)Nc1cccc(Cl)c1 (stereo unspecified)	-2	1	3	-2	0	-4	-29	-12	9
4	O=C(O)CC(C(=O)Nc1ccc(Cl)c(Cl)c1)C1CCCO1 (stereo unspecified)	5	-4	27	4	-2	-11	-11[20 µM]	7	14
5	CCN(C(=O)CSc1ncnc2sc(C)c(C)c12)C1CCS(=O)(=O)C1 (stereo unspecified)	2	1	17	-3	-3	-2	-25	-1	6
6	COc1ccccc1N1C(=O)CC(Sc2nccc(C)n2)C1=O (stereo unspecified)	3	-3	27	2	-6	-5	-13[20 µM]	-10	8
7	O=C(/C=C/c1ccccc1)c1c[nH]c2ccccc12	3	8	61*[5 µM]	-5	-11	-10	-15	-11	2
8	CCCCn1nc2cc(C(=O)NCc3ccc(OC)cc3)ccc2c1OCC	8	-4	2	5	-6	4	-17	-18	6

Compound profiles, as listed above.
`OCC1CCCCN1C(=S)Nc1cccc(Cl)c1` (stereo unspecified) in the list: BaF3 parental = -2; p97 inhibitor = 1; PPC-1+TRAIL kill = 3; Ba/F3 V617F tox = -2; RBBP9 inhibitor = 0; Tb hexokinase = -4; Furin inh = -29; NCF1 inh = -12; PGE2 EP2 inh = 9
`O=C(Cc1ccccc1)N1CCN(S(=O)(=O)c2ccc([N+](=O)[O-])cc2)CC1` in the list: BaF3 parental = 1; p97 inhibitor = 0; PPC-1+TRAIL kill = 3; Ba/F3 V617F tox = -1; RBBP9 inhibitor = -1; Tb hexokinase = -10; Furin inh = -27; NCF1 inh = 4; PGE2 EP2 inh = 8

More records follow:
entry	SMILES	BaF3 parental	p97 inhibitor	PPC-1+TRAIL kill	Ba/F3 V617F tox	RBBP9 inhibitor	Tb hexokinase	Furin inh	NCF1 inh	PGE2 EP2 inh
9	O=C(Nc1cccnc1Cl)c1cccnc1Cl	6	-2	16	1	-7	2	1[20 µM]	-8	17
10	Cn1nc([N+](=O)[O-])nc1N1CCN(c2ccc(F)cc2)CC1	5	0	3	-1	9	-11	-18[20 µM]	-4	2
11	C=CCOC(=O)C1=C(C)NC(C)=C(C(=O)OCC=C)C1c1cn(-c2ccccc2)nc1-c1ccco1	-1	2	37	-3	-10	-6	-20	-10	5
12	O=C(OCC(=O)c1c[nH]c2ccccc12)c1ccc(Br)o1	1	-2	-18	1	-5	-5	-9[20 µM]	-16	7
13	Fc1ccc(-c2nnc(-c3ccc(Cl)cc3)o2)cc1	3	1	-16	-2	1	3	-22	-18	8
14	Cc1cc(=O)oc2cc(OCC(=O)Nc3ccc(S(=O)(=O)N(C)C)cc3)ccc12	-6	2	-17	1	1	-6	-17	5	8
15	O=C(Cc1cccs1)NCc1ccccc1F	3	5	15	0	-2	5	-27[20 µM]	-11	6
16	CCC1=C(OC(=O)N(CC)CC)N2C(=O)OC(=NCCc3c[nH]c4ccccc34)[C@]2(Cc2ccccc2)[C@H]2C1=CC[C@H]1C(=O)N(C)C(=O)[C@H]12	nt	nt	15	nt	nt	-25	-23	-24	3

6 entries out of the list, sorted by formula weight, largest number first:
entry	SMILES	BaF3 parental	p97 inhibitor	PPC-1+TRAIL kill	Ba/F3 V617F tox	RBBP9 inhibitor	Tb hexokinase	Furin inh	NCF1 inh	PGE2 EP2 inh
16	CCC1=C(OC(=O)N(CC)CC)N2C(=O)OC(=NCCc3c[nH]c4ccccc34)[C@]2(Cc2ccccc2)[C@H]2C1=CC[C@H]1C(=O)N(C)C(=O)[C@H]12	nt	nt	15	nt	nt	-25	-23	-24	3
14	Cc1cc(=O)oc2cc(OCC(=O)Nc3ccc(S(=O)(=O)N(C)C)cc3)ccc12	-6	2	-17	1	1	-6	-17	5	8
8	CCCCn1nc2cc(C(=O)NCc3ccc(OC)cc3)ccc2c1OCC	8	-4	2	5	-6	4	-17	-18	6
10	Cn1nc([N+](=O)[O-])nc1N1CCN(c2ccc(F)cc2)CC1	5	0	3	-1	9	-11	-18[20 µM]	-4	2
9	O=C(Nc1cccnc1Cl)c1cccnc1Cl	6	-2	16	1	-7	2	1[20 µM]	-8	17
15	O=C(Cc1cccs1)NCc1ccccc1F	3	5	15	0	-2	5	-27[20 µM]	-11	6

The listing continues.
entry	SMILES	BaF3 parental	p97 inhibitor	PPC-1+TRAIL kill	Ba/F3 V617F tox	RBBP9 inhibitor	Tb hexokinase	Furin inh	NCF1 inh	PGE2 EP2 inh
17	Cc1ccccc1-n1nc2c(c1NC(=O)COc1ccc(Cl)cc1)CS(=O)C2 (stereo unspecified)	4	-6	7	0	-5	-3	-11	-6	12
18	COc1cc(NS(=O)(=O)c2ccc(NC(=S)NC(=O)/C=C/c3ccc(OC)c(OC)c3)cc2)ncn1	8	3	5	1	-10	-6	-21	-20	17
19	O=C(CC1C(=O)NCCN1Cc1ccc(F)cc1)NCCN1CCCc2ccccc21 (stereo unspecified)	6	0	19	3	-1	-7	-25	-4	2
20	O=C1COc2ccc(C(=O)COC(=O)C3CCN(S(=O)(=O)c4cccs4)CC3)cc2N1	4	1	-4	2	-13	0	-20	-16	12
21	CCCC1Cc2nc(Cl)c(C#N)cc2CO1 (stereo unspecified)	0	0	-4	3	-12	20	-22	-10	9
22	Cc1ccc(/C=C/c2nnc(-c3ccccc3)o2)cc1	-2	-2	25	-2	-5	-3	-27[20 µM]	-3	8
23	Cc1ccc(C#CC[N+]2(C)CCCCC2)cc1	57*	4	-7	54*	4	-6	-9	-13	3
24	CC(Cl)C(=O)NC(=O)NC12CC3CC(CC(C3)C1)C2 (stereo unspecified)	2	-1	21	-2	-5	-4	-16	-9	17
25	CCC(C)n1c(SC(C)C#N)nc2ccccc2c1=O (stereo unspecified)	5	-3	-6	2	-2	-1	-22	-6	11
26	CCOc1cc(C2CC(=O)NC3=C2C(=O)C(C(=O)OC)C(C)C3)cc(Cl)c1O (stereo unspecified)	6	3	-10	1	-6	3	-21	0	7
27	Cc1cc(=O)oc2c(C(=O)/C=C/c3ccccc3)c(O)ccc12	7	0	34	-2	-5	-20	-18[20 µM]	-3	21
28	O=C(N/N=C/c1cccc([N+](=O)[O-])c1)C1CC(=O)N(c2ccc(F)cc2)C1 (stereo unspecified)	4	-1	17	0	-9	-8	-19	-16	3
29	COC(=O)c1ccccc1NC(=S)NC(=O)C1CCCCC1	1	18*	17	-2	-8	-2	-32	-6	14
30	CCN(CC)S(=O)(=O)c1cccc(C(=O)N/N=C/c2ccc(O)c(O)c2O)c1	10	7	19	-1	18*	19	11	-20	9
31	NC(=O)C1CCN(C2CC(=O)N(c3cccc(F)c3)C2=O)CC1 (stereo unspecified)	6	2	0	1	-4	61*	-6	-7	14
32	Cc1onc(-c2ccccc2Cl)c1C(=O)OCn1nnc2ccccc2c1=O	4	-6	6	3	-10	2	-9[20 µM]	-10	3
33	COc1ccc(CCNC(=O)Cn2nnc(-c3ccc(N(C)C)cc3)n2)cc1OC	0	0	23	-6	-2	-3	-10[20 µM]	0	11&1
34	OC(COc1ccccc1)CN1C2=NCCCN2c2ccccc21 (stereo unspecified)	-2	4	5	-2	2	5	-12[20 µM]	-1	6&8
35	COCCCNC(=O)c1ccc(NS(C)(=O)=O)cc1	3	-4	16	3	8	0	-7[20 µM]	-8	8
36	COc1ccc(CCNC(=O)c2n[nH]c3ccccc23)cc1	0	2	8	4	0	7	-11	-9	5
37	CCC(CC)NC(=O)c1ccccc1Oc1ccccc1	1	-2	-1	-1	-3	-4	-17[20 µM]	-9	7
38	O=C(Nn1cc(C(=O)Nc2ccccc2F)c2ccccc2c1=O)c1cnccn1	2	-8	27	6	-12	0	1	6	7
39	Cc1cc(NC(=O)C2C3C(=O)N(Cc4ccc(Cl)cc4)C(C(=O)NC4CCCCC4)C34C=CC2(C)O4)no1 (stereo unspecified)	-3	2	8	-2	-2	2	-14[20 µM]	-10	nt
40	COc1ccc(C(C)NC(=O)c2ccc([N+](=O)[O-])cc2)cc1OC (stereo unspecified)	2	4	-5	2	-1	-7	-15	0	11

Ordered by the number under Furin inh (descending): 4 from the list above.
no. | smiles | p97 inhibitor | RBBP9 inhibitor | Tb hexokinase | Furin inh | NCF1 inh
7 | O=C(/C=C/c1ccccc1)c1c[nH]c2ccccc12 | 8 | -11 | -10 | -15 | -11
24 | CC(Cl)C(=O)NC(=O)NC12CC3CC(CC(C3)C1)C2 (stereo unspecified) | -1 | -5 | -4 | -16 | -9
18 | COc1cc(NS(=O)(=O)c2ccc(NC(=S)NC(=O)/C=C/c3ccc(OC)c(OC)c3)cc2)ncn1 | 3 | -10 | -6 | -21 | -20
29 | COC(=O)c1ccccc1NC(=S)NC(=O)C1CCCCC1 | 18* | -8 | -2 | -32 | -6

Later entries.
entry	SMILES	BaF3 parental	p97 inhibitor	PPC-1+TRAIL kill	Ba/F3 V617F tox	RBBP9 inhibitor	Tb hexokinase	Furin inh	NCF1 inh	PGE2 EP2 inh
41	CCn1c2ccccc2c2cc(NC(=O)c3cc(OC)c(OC)c(OC)c3)ccc21	86*	-7	8	87*	-4	-11	2[20 µM]	-28	15
42	CC(C)(C)NC(=O)CN(CCc1ccccc1)C(=O)c1csnn1	4	0	nt	-1	-10	-5	-11	-15	11
43	Cc1cccc(OCc2nnc(N)s2)c1	0	4	-12	-4	-5	2	-20[20 µM]	-10	2
44	O=C(O)CN(c1ccc(F)cc1)S(=O)(=O)c1ccc2c(c1)OCCO2	8	-8	6	2	1	-8	-1	6	3
45	CCc1c(C)nc2ncnn2c1N1CCC(C(=O)NCc2cccs2)CC1	2	-3	nt	4	-6	4	-18	7	3
46	OCC1(Cc2ccc(Cl)cc2)CCN(Cc2ccc3nsnc3c2)CC1	4	-1	8	-2	2	-4	-25	-1	15
47	CCOC(=O)CNC(=O)c1sc(NC(=O)c2ccccc2)nc1C	7	4	22	3	3	-20	-16[20 µM]	0	13
48	O=C(/C=C\Nc1ccc2c(c1)OCO2)c1ccc2c(c1)OCO2	4	-1	85*[5 µM]	1	-9	-3	-15	-2	10
49	COc1ccc(OC)c(C2CC(=O)Nc3n[nH]c(-c4ccccc4)c32)c1 (stereo unspecified)	-4	2	nt	-5	2	-5	-21	-12	8
50	COC(=O)CCc1sc(Nc2ccccc2)nc1-c1ccc(OC)cc1	7	2	10	-2	1	-6	-21	-7	6
51	O=C1CC(=O)N2N=C(c3ccc([N+](=O)[O-])cc3)SC2=N1	2	6	39	-2	0	-3	-15	-2	5
52	CC1=C(C(=O)N2CCCC(CCC(=O)NCc3ccccc3F)C2)OCCO1 (stereo unspecified)	7	1	8	-1	-10	-6	-18	-1	8
53	COc1ccc(N(C)S(=O)(=O)c2cccc(C(=O)NC3CCCC3)c2)cc1	5	0	11	0	3	-1	-10	1	5
54	C=CCNc1ncnc2ccc(Br)cc12	5	3	14	-2	-2	-8	-23	8	6
55	Cc1ccc(C2CC(C(F)(F)F)n3nc(C(=O)Nc4c(C)n(C)n(-c5ccccc5)c4=O)cc3N2)cc1 (stereo unspecified)	2	1	2	0	3	-9	-38	nt	1
56	O=C(Cn1c(=O)n(Cc2ccco2)c(=O)c2c3c(sc21)CCCCC3)Nc1ccccc1	3	3	13	-4	-14	-4	-12[20 µM]	-36	9
57	O=C(NCCN1CCN(Cc2ccccc2)CC1)c1cc2c(=O)[nH]c3ccccc3c2s1	3	-4	36	0	-9	18	-30[20 µM]	-6	21
